Compound activity (PubChem)
NPC1 promoter act: NPC1 promoter activation | Huh7 NPC1 promoter luciferase reporter, 24 h | Potency, µM (top dose mostly 9.22 µM), without a hit: at the top dose activation, usual class: activators | 320,000 tested, 2.4% active | AID 485313;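 also: potency is read from the fitted curve at half-maximal effect; % of control where 0% means no effect; nearly all actives have a fitted effect of over 60% in size; reporter is driven by a mutant NPC1 promoter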
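Luminescence read-out of NPC1 promoter-driven luciferase in stably transfected Huh7 cells; compounds delivered in DMSO and left 24 h at 37C, 5% CO2, qHTS titration format.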
Mito fusion act: mitochondrial division inhibition or fusion activation; Potency, µM (top dose mostly 46.1 µM), inactives show at the top dose growth rescue (activation), usual class: activators; S. cerevisiae fusion-defective mutant growth rescue, CellTiterGlo 48 h; 320,000 tested, 0.23% active;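 also: potency is read from the fitted curve at half-maximal effect; % of control where 0% means no effect; nearly all actives have a fitted effect of over 45% in size; temperature-sensitive fusion mutants such as fzo1-1 at 37 °C on non-fermentable ethanol glycerol medium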
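Growth-rescue viability read-out: after 48 h at the non-permissive 37C in glycerol/ethanol YPEG, yeast mitochondrial fusion mutants are measured by CellTiterGlo luminescence; compounds (23 nl pinned per well) restoring growth score as division inhibitors or fusion activators.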
MBNL1-CUG inh: inhibitors of human MBNL1 binding to CUG repeat RNA; Q9NR56; TR-FRET MBNL1-His/biotin-(CUG)12 binding, 665/545 ratio; Potency, µM (top dose mostly 57.5 µM), for inactives: top-dose activity change, negative = inhibition, actives largely listed as inhibitors; 280,000 tested, 0.036% active; active = well fitted inhibition curve with a large enough effect in the signal ratio, with a control signal flat, not every such curve was filed as active; inconclusive = small, poorly fitted or top-dose-only effect, or effect the other way, or a change in a side signal; inactive = no such curve, though single readings can be large or run the other way; the % refers to the signal ratio; also: potency is read from the fitted curve at half-maximal effect; % is scaled to controls: 0 for no effect and ±100 for the full control effect
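TR-FRET readout: Ex 340 nm, 665/545 nm emission ratio, normalized to buffer-only (basal) and MBNL1-(CUG)12 controls. Complex of MBNL1-His with Biotin-(CUG)12, compounds 92 nM–58 uM, incubated 60 min at room temperature.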
KCNH2 3.1 inh: blocks the human KCNH2 3.1 channel isoform; 340,000 tested, 0.95% active; activity change, % (tested at about 1.8 µM); U2OS KCNH2 3.1, thallium flux FluxOr; active compounds read low;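 active = maximum activity change below -70%; inconclusive = maximum activity change from -70% to -50%; inactive = maximum activity change above -50%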;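 also: thallium influx rate constant from kinetic fluorescence after stimulation buffer; % is scaled to controls: 0 for no effect and ±100 for the full control effect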
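Steps: virus added to U2OS suspension (4 h, RT, dark); medium with 10% FBS added, cells plated, 37 C overnight; FluxOr/Red40 loading buffer 45 min RT; stimulation buffer, 2 min kinetic read; rate constant normalized.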
PKM2 activator: PKM2 (human) enzyme activation; P14618; purified PKM2, Kinase-Glo ATP luminescence, activation; response scale: 0% is enzyme alone, no compound; Potency, µM (doses to about 57.5 µM), without a hit: top-dose activation, most hits filed as activators; 260,000 tested, 0.34% active; also: potency is read from the fitted curve at half-maximal effect; % is scaled to controls: 0 for no effect and ±100 for the full control effect; nearly all actives have a fitted effect of over 55% in size
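Purified hPK-M2 (>95%) run at intermediate activity with 0.1 mM ADP and 0.5 mM PEP in 50 mM imidazole pH 7.2, KCl, MgCl2; 1 h room temperature. ATP formed read by Kinase-Glo luminescence; normalized to uninhibited and no-enzyme controls.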
FLuc modulator: firefly luciferase modulation, counter-screen for miR-21 project; P08659; purified FLuc, Km substrates, luminescence inhibition; Potency, µM (top dose mostly 57.5 µM), inactives show top-dose activity change, negative = inhibition, most hits filed as inhibitors; 360,000 tested, 6.9% active; AID 588342;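 also: potency is read from the fitted curve at half-maximal effect; plate controls were vehicle for no effect and reference inhibitor for full effect; nearly all actives have a fitted effect of over 55% in size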
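Purified P. pyralis luciferase (10nM final) with 10uM D-luciferin and 10uM ATP (Km levels) in 50mM Tris acetate pH 7.5, 10mM Mg acetate, 0.01% Tween-20, 0.05% BSA; qHTS 6-point titration, ~60 µM downward; luminescence read.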
ELG1 repair inh: blocks ELG1-dependent DNA repair in HEK293T cells. 330,000 tested, 2.3% active. HEK293T ELG1-luciferase reporter, luminescence, 16 h; DNA damage induced by 5-fluorouridine. Potency, µM (doses to about 46.1 µM), for the others: top-dose activity change, negative = inhibition, hits mostly inhibitors. AID 504467; also: potency is read from the fitted curve at half-maximal effect; % is scaled to controls: 0 for no effect and ±100 for the full control effect; nearly all actives have a fitted effect of over 55% in size
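In this reporter screen, reduction of luminescence relative to DMSO vehicle indicated activity. Compounds and 5-fluorouridine were added together to 2,000 cells per well, incubated for 16 hr at 37 °C, then developed with ONE-Glo.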
Gal4-VP16 FLuc: counter-screen for ROR gamma inhibitors: Gal4-VP16 reporter; Drosophila S2 Gal4-VP16 UAS-luciferase, luminescence, 20 h; Potency, µM (highest dose often 53.6 µM), for inactives: at the top dose activity, negative = inhibition, hits mostly inhibitors; 310,000 tested, 3.5% active; AID 2546;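 also: Gal4-VP16 expression switched on by copper sulfate through the metallothionein promoter; potency is read from the fitted curve at half-maximal effect; % is scaled to controls: 0 for no effect and ±100 for the full control effect; nearly all actives have a fitted effect of over 50% in size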
Menin-MLL TR inh: inhibitors of human menin-MLL interaction, mutant MLL peptide; 270,000 tested, 0.23% active; Potency, µM (titrated, usually from 61.6 µM), without a hit: top-dose FP activity change, negative = inhibition, actives largely listed as inhibitors; Menin + Texas Red MLL mutant peptide, fluorescence polarization; O00255; active = well fitted inhibition curve with a large enough effect in the polarisation, with a control signal flat, not every such curve was filed as active; inconclusive = small, poorly fitted or top-dose-only effect, or effect the other way, or a change in a side signal; inactive = no such curve, though single readings can be large or run the other way; the % refers to the polarisation; also: potency is read from the fitted curve at half-maximal effect; % of control where 0% means no effect; many of its hits are not listed in these tables
Target sequence (O00255 whole entry, looked up): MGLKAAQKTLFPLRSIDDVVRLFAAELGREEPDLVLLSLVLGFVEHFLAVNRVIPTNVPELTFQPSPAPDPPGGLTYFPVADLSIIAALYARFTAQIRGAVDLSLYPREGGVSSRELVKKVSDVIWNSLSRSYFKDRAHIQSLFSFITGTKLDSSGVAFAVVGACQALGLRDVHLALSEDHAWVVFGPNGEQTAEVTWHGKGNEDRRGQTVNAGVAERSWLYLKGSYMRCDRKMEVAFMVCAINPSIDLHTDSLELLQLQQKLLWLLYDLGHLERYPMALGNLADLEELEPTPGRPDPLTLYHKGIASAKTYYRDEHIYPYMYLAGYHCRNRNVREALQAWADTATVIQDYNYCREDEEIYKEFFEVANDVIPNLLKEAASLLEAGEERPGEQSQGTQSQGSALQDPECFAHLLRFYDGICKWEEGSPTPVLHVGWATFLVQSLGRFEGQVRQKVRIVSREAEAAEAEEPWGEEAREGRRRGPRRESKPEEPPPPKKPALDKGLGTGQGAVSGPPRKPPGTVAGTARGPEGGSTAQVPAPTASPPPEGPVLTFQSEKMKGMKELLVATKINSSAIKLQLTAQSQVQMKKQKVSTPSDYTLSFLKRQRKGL
RORgamma inh: blocks mouse ROR gamma transcriptional activity | Potency, µM (titrated, usually from 53.6 µM), for inactives: at the top dose activity change, negative = inhibition, hits mostly inhibitors | Drosophila S2 Gal4-RORgamma UAS-luciferase reporter, 20 h | 310,000 tested, 5.4% active | P51450; also: potency is read from the fitted curve at half-maximal effect; % is scaled to controls: 0 for no effect and ±100 for the full control effect; nearly all actives have a fitted effect of over 60% in size
Target sequence (P51450 whole entry, looked up, the tested form may be a part): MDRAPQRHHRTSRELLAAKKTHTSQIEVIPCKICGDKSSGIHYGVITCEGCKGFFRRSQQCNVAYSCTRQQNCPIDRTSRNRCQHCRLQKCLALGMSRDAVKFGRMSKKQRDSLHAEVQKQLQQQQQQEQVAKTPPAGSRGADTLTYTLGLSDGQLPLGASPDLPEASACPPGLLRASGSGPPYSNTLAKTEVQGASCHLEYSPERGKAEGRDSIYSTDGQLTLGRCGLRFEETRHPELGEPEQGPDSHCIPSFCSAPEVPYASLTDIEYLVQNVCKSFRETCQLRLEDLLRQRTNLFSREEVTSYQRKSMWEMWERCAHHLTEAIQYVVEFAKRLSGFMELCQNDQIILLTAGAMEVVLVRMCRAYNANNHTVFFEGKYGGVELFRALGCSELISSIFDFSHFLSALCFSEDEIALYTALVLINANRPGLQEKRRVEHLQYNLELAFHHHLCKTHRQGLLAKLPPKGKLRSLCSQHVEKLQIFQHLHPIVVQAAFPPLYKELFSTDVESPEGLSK
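A Gal4/UAS one-hybrid system in insect cells: metallothionein-promoter Gal4–ROR gamma fusion plus Photinus luciferase reporter. Copper sulfate 700 uM final, 20 hr ambient incubation, luminescent detection after 10 min with reagent.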
Rab9 prom act: activators of Rab9 promoter; AID 485297; Potency, µM (highest dose often 9.22 µM), without a hit: top-dose activation, negative = inhibition, hits mostly activators; Huh7 Rab9 promoter-luciferase reporter, luminescence, 24 h; 320,000 tested, 2.8% active; also: potency is read from the fitted curve at half-maximal effect; % of control where 0% means no effect; nearly all actives have a fitted effect of over 60% in size
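Rab9 promoter-driven luciferase in stably transfected Huh7 cells; 1500 cells/well rested 2 h, exposed to compound in DMSO for 24 h at 37 °C, 5% CO2. Luminescence read 10 min after adding luciferase reagent at ambient temperature.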
* marks the source's active call; other numbers are inactive results; ? = inconclusive; / = no result given; [ ] = dose if it differs, or a comment. Unless noted, calls follow the shape of the dose curve; as a rule, active = well fitted curve in the direction sought with a large enough effect; inconclusive = small, poorly fitted or top-dose-only effect, or another doubt; inactive = no such curve, though single readings can be large; an effect the other way counts as inactive or inconclusive.

Values in the order – NPC1 promoter act	Mito fusion act	MBNL1-CUG inh	KCNH2 3.1 inh	PKM2 activator	FLuc modulator	ELG1 repair inh	Gal4-VP16 FLuc	Menin-MLL TR inh	RORgamma inh	Rab9 prom act
> COc1ccc(CN(C)CC(=O)N(C)CC(=O)Nc2ccccc2Br)cc1F
    4%	1%	/	5	/	1%	4%	/	/	/	-12%
> CCOc1ccc(-n2c(C)cc(/C=C3/C(=N)N4C(=NC3=O)SN=C4S(C)(=O)=O)c2C)cc1
    -1%	16%	3%	6	-8%	17µM*	-2%	-5%	?	26%	-2%
> C/C(=N\NC(=O)c1c(Cl)cnn1C)c1cccc(NC(=O)c2ccc(C)cc2)c1
    ?	4%	4%	5	/	2.4µM*	?	-11%	/	-9%	?
> Cc1ccc(S(=O)(=O)Nc2ccnc3ccccc23)cc1
    -3%	1%	1%	4	-3%	0%	-12%	7%	1%	14%	-5%
> Cc1cc(OC(=O)c2ccc(Cl)cc2Cl)c([N+](=O)[O-])c(=O)[nH]1
    1%	-1%	2%	5	-6%	1%	-11%	5%	-7%	15%	4%
> Cc1ccc(S(=O)(=O)NCCSc2ncccn2)cc1
    -2%	0%	-21%	-5	-8%	-1%	9%	2%	-13%	-18%	-2%
> CC(NS(=O)(=O)c1ccc2c(c1)C(C)(C)C(=O)N2C)c1ccccc1 (stereo unspecified)
    -16%	1%	-4%	12	1%	2%	10%	?	2%	-4%	-3%
> CN(C)c1ccc(/C=C2\C(=N)N3C(=NC2=O)Sc2cc(S(C)(=O)=O)ccc23)cc1
    -2%	4%	10%	/	2%	-3%	-9%	-3%	/	8%	-2%
> Cc1ccc(C2=NS(=O)(=O)N(C)C(C(=O)Nc3cc(C)n(CC(=O)N4CCCCC4)n3)=C2)cc1
    2%	0%	25%	-4	/	0%	-6%	-8%	/	0%	-3%
> O=C(CCNC(=O)c1ccc([N+](=O)[O-])cc1)Nc1ccc(Cl)c(S(=O)(=O)N2CCOCC2)c1
    -1%	-6%	/	19	/	3%	18µM*	/	/	/	0%
> COc1ccc(Cl)cc1S(=O)(=O)N1CCN=C1Cc1ccccc1
    2%	-5%	0%	/	1%	1%	14%	-2%	/	-18%	-3%
> CSc1nc(NS(=O)(=O)c2cc(Br)ccc2Br)cc(=O)[nH]1
    -4%	9%	-4%	-12	4%	4%	1%	10%	29%	33%	0%
> CCCCCC1CC(CC(=O)Nc2nncs2)C(=O)O1 (stereo unspecified)
    -1%	2%	4%	4	0%	1%	0%	0%	-10%	-7%	0%
> CCN(C(=O)COC(=O)C1=COCCO1)c1ccccc1
    -2%	0%	/	7	/	0%	13%	/	/	/	-3%
> Cc1ccc(C2=NNC(=O)C(c3c[nH]c4ccccc34)C2)cc1 (stereo unspecified)
    0%	-1%	3%	-4	/	-7%	?	-14%	?	-3%	1%
> O=C(O)C(Cc1c[nH]c2ccccc12)N1CCS(=O)(=O)CC1 (stereo unspecified)
    0%	10%	6%	-7	-3%	0%	3%	-11%	5%	-6%	3%
> COc1ccc(N2C(=O)CC(S/C(N)=N/N=C/c3ccnc4ccccc34)C2=O)cc1 (stereo unspecified)
    -6%	-1%	/	/	-9%	?	11%	4%	-3%	6%[10 µM]	-6%
> O=C(Cn1ncc2c3ccccc3n(Cc3ccccc3F)c2c1=O)NCC1CCCO1 (stereo unspecified)
    -5%	-1%	-2%	-6	/	3%	-12%	3%	/	4%	-2%
> CN(CC(=O)Nc1cccc(F)c1)C(=O)c1ccc(N2CCCCC2)c([N+](=O)[O-])c1
    -1%	10%	/	-16	/	-16%	2%	/	/	/	2%
> COC(=O)c1ccc(NC(=O)COc2coc(CN3CCc4ccccc43)cc2=O)cc1
    0%	6%	/	11	/	-1%	3%	/	/	/	-6%
> CC1CCCC(NC(=O)COC(=O)c2sc3ccccc3c2Cl)C1C (stereo unspecified)
    -3%	-3%	-1%	-4	-11%	0%	14%	-3%	-10%	-14%	-1%
> Nc1nnc(SCC(=O)NC2CCCCC2)n1-c1ccccc1
    0%	-2%	4%	-8	5%	-1%	?	1%	-4%	3%	5%
> Cc1ccc(NC(=O)COc2ccccc2)cc1Cl
    -5%	2%	-3%	18	1%	?	18%	4%	2%	-41%	0%
> CCOC(=O)c1cccc(-c2c(-c3ccccc3)ncc3cc(OC)c(OC)cc23)c1
    ?	?	/	-4	/	?	?	/	/	/	-1%
> Cc1ccc(-c2nc(COC(=O)c3c(C)noc3C)cs2)cc1
    ?	13%	-6%	-5	-4%	9.5µM*	?	?	?	9%	3.5µM*
> CCCn1c(SCC(=O)Nc2cccc(S(=O)(=O)N3CCCC3)c2)n[nH]c1=O
    -6%	3%	-6%	29	-2%	-3%	1%	-12%	3%	21%	0%
> S=c1[nH]nc(C2CCCCC2)n1/N=C/c1ccc(Br)s1
    -1%	-4%	-4%	-9	-4%	1%	10%	4µM*	8%	1.1µM*	-3%
> COC(=O)c1ccc(CSc2ccc3nnc(-c4ccccc4)n3n2)o1
    1%	7%	?	8	1%	2%	?	20µM*	3%	10µM*	-1%
> O=C(CNC(=O)c1cccc(Cl)c1)NCC(c1cccs1)N1CCOCC1 (stereo unspecified)
    2%	-1%	/	-14	/	2%	5%	/	/	/	0%
> CCc1nn2c(=O)cc(COC(=O)c3ccc(SC)cc3OC)nc2s1
    -2%	3%	/	-13	/	-1%	5%	/	/	/	-5%
> CN(C)CCNC(=O)c1ccc2c(c1)NC(=O)c1ccccc1S2
    -2%	3%	-6%	13	/	-2%	-2%	2%	-19%	4%	2%
> COc1ccc(N(CC(=O)Nc2ccc3c(c2)OCO3)S(=O)(=O)c2ccccc2)cc1OC
    2%	-3%	-1%	9	-2%	-5%	?	1%	/	2%	-1%
> COc1cccc(N(CC(=O)NC2CCCCC2)C(=O)CCC(=O)Nc2nccs2)c1
    -1%	-10%	2%	-7	/	7%	-10%	3%	-1%	-2%	0%
> COC(=O)c1sc2ccccc2c1-n1cccc1C(=O)C(=O)Nc1ccc(C)cc1
    ?	3%	-13%	2	-12%	-1%	?	1%	2%	11%	?
> Cc1cccc(OCC(=O)Nc2cc(S(=O)(=O)N3CCCCC3)ccc2N2CCN(C)CC2)c1
    -3%	4%	-8%	-16	-1%	3%	?	-11%	-5%	-7%	-7%
> O=C(Nc1ccc(N2CCOCC2)cc1)c1cccc(S(=O)(=O)N2CCCCCC2)c1
    -9%	0%	-5%	22	-12%	-8%	3.3µM*	2%	4%	-29%	-14%
> COc1ccc(C(=O)N(Cc2nc(-c3ccc(C)cc3)no2)C(C)C)cc1OC
    2%	0%	-10%	6	9%	5%	2%	5%	-5%	33%	-1%
> COc1ccc(NS(=O)(=O)c2cccc(C(=O)NCC(c3ccco3)N3CCCCC3)c2)cc1 (stereo unspecified)
    1%	3%	/	12	/	1%	-19%	/	/	/	-7%
> Cc1ccc(/C=C/C(=O)Nc2sc(C)c(C)c2C(=O)OC(C)C)o1
    3%	1%	/	10	16µM*	2%	19%	-13%	5%	20%	2%
> O=C(c1ccc(OC2CCN(Cc3ccccn3)CC2)cc1)N1CCCCCC1
    -6%	-9%	2%	10	-1%	-2%	10%	6%	-12%	-3%	2%
> O=C1CC(C(=O)Nc2ccc(Cl)cc2)n2ncnc2N1 (stereo unspecified)
    -15%	-1%	/	31	6%	-2%	-5%	-10%	-1%	-17%	6%
> O=S(=O)(Nc1ccc(N=Nc2ccccc2)cc1)c1ccccc1
    -3%	?	12%	-6	3%	-9%	3%	?	?	-9%	-4%
> CC1(C)Cc2c(c(N3CCOCC3)nc3sc(C(=O)Nc4ccccc4)c(N)c23)CO1
    -8%	-1%	3%	-18	/	-2%	?	28%	/	16%	-5%

These rows are one share of the data. The share of hits here may be higher or lower than overall.
